Screening results as filed in PubChem.
MEKK2 WT-MEK5 = raises or lowers MEK5 binding to wildtype human MEKK2 PB1 domain. bead flow cytometry, Alexa488-MEK5 binding to MEKK2 WT; actives lie on both sides. binding response (% of control), % at 10 µM. Q9Y2U5. 290,000 compounds, 1.1% hits; in the data active = binding response below about 67% or above about 130%
NALP1 inh = blocks the NALP1 inflammasome reconstituted in yeast; S. cerevisiae NALP1/ASC/caspase-1 growth, X-gal OD620, 72 h; inhibition, % at 10 µM; 280,000 compounds, 0.61% hits; in the data active = inhibition mostly above about 24%, no sharp cut-off; inactive = mostly below about 32%; note: some compounds called inactive have numbers as strong as hits
DNA FID counter = displaces DNA intercalator in HCV helicase counter-screen; DNA fluorescent intercalator displacement, fluorescence; inhibition, % at 7.9 µM; 290,000 compounds, 0.17% hits; AID 1845; in the data active = inhibition above about 37%;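 note: 0% = vehicle and 100% = reference compound; higher means more ethidium bromide displaced from hairpin DNA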
SUMO HTRF inh = blocks human SUMOylation mediated by UBC9; AID 2006; inhibition, % at 35 µM; 290,000 compounds, 0.36% hits; P63279; HTRF SUMOylation assay, SAE1/SAE2 + UBC9, in vitro; in the data active = inhibition above about 50%, passing the limit was not always enough; note: strong numbers were not always called active
Target sequence (P63279 whole entry, looked up): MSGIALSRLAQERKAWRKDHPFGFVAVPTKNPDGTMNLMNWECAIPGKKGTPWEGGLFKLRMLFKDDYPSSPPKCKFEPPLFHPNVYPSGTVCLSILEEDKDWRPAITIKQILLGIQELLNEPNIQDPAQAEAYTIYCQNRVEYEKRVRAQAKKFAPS
VIM-2 inhibitor = inhibitors of Pseudomonas aeruginosa VIM-2 metallo-beta-lactamase; purified VIM-2, nitrocefin hydrolysis, epi-absorbance fluorescence; inhibition, % at 5.6 µM; 290,000 compounds, 0.89% hits; AID 1527;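 active = inhibition above the mean of all tested compounds plus 3 SD, cutoff set per screening run, cut at about 7.5% in these data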;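 note: red hydrolysis product quenches plate fluorescence so inhibitors raise well fluorescence; 0% = enzyme with DMSO and 100% = DMSO without enzyme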
NS3 helicase inh = HCV NS3 helicase inhibition | 290,000 compounds, 0.56% hits | inhibition, % at 10.9 µM | NS3 helicase DNA unwinding, Cy5 molecular beacon fluorescence;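 active = inhibition above the mean of all tested compounds plus 3 SD, set per campaign, cut at about 35% in these data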;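 note: 0% = DMSO wells and 100% = thioflavine S control wells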
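assay system = NS3 helicase fragment of HCV | buffer or medium = MOPS pH 6.5, MgCl2, DTT, Tween20, BSA | timing = 60 min unwinding reaction at 25 °C after ATP addition | signal = Cy5 beacon fluorescence read at start and 1 h | read-out basis = % inhibition of unwinding | control set = low DMSO, high thioflavine S at 110 µM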
IMP-1 inh = blocks Pseudomonas aeruginosa IMP-1 metallo-beta-lactamase. purified IMP-1, nitrocefin hydrolysis, epi-absorbance fluorescence. 290,000 compounds, 0.45% hits. inhibition, % at 5.6 µM;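 active = inhibition above the mean plus 3 SD of all compounds in the same screening run, cut at about 4.5% in these data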;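 note: 0% = IMP-1 with DMSO and 100% = DMSO wells lacking enzyme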
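Material – recombinant IMP-1 enzyme, purified · Amount – IMP-1 0.2 nM before substrate addition · Medium – HEPES buffer pH 7.1 with ZnSO4 and Brij 35 · Timing – 25 °C, 15 min preincubation, 25 min reaction · Measured by – plate fluorescence quenching by hydrolysis product, ex 480/em 530 nm · Read-out – percent enzyme inhibition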
M18AAP inhibitor = PfM18AAP enzyme inhibition; recombinant PfM18AAP, H-Glu-NHMec fluorogenic cleavage; 290,000 compounds, 1.2% hits; inhibition, % at 7.35 µM; AID 1822;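 active = inhibition above the campaign mean inhibition over all tested compounds plus 3 SD, cut at about 28% in these data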;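 note: 0% = plate median of test compound wells and 100% = 2 mM ZnCl2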
MEKK2mut PB1 HTS = signal of MEK5 binding to mutant human MEKK2 PB1 domain | 290,000 compounds, 0.35% hits | percent response, % at 10 µM | bead flow cytometry, Alexa488-MEK5 binding to MEKK2 mutant; in the data active = percent response above about 24%, passing the limit was not always enough; note: inactives centre near 1; some results filed as inactive read as strong as hits
* hit, by the source's call; . = no result given.

SMILES | MEKK2 WT-MEK5 | NALP1 inh | DNA FID counter | SUMO HTRF inh | VIM-2 inhibitor | NS3 helicase inh | IMP-1 inh | M18AAP inhibitor | MEKK2mut PB1 HTS
COC(=O)CN1CCN(C(c2ccccc2)c2ccccc2)CC1 | 90 | . | -8 | 6 | -1.2 | 4 | -2.2 | -8 | -6
O=C(NCc1cccc(F)c1)C1CCC(=O)N(C2CC2)C1 (centres undefined) | 108 | 16 | -6 | 14 | -0.7 | -3 | -3.1 | -8 | 8
CCN1CCc2c(sc(NC(=O)Cc3ccccc3)c2C(=O)OC)C1 | 102 | 8 | 7 | -13 | -2.6 | 2 | -4.5 | 3 | 4
Cc1cccc2c(=O)cc(C)n(CC(N)=O)c12 | 89 | . | 1 | -2 | -2.4 | 3 | -0.7 | -3 | -22
CN1CCN(c2cc(-c3ccccc3)nc3cc(-c4ccc(F)cc4)nn23)CC1 | 152* | 5 | 6 | 20 | -1.5 | -13 | -5.4 | -2 | 34*
Cc1cc(C)n(-c2nc3c(c(=O)[nH]c(=O)n3C)n2Cc2ccccc2)n1 | 100 | 1 | -17 | 12 | -0.3 | -2 | -0.5 | 5 | -1
O=C(c1ccco1)N1CCN(C(=O)c2cc(-c3ccc(F)cc3)no2)CC1 | 99 | 25 | -31 | -1 | -2.1 | 4 | 0.2 | -5 | 1
OCCN(CC#CCn1c2ccccc2c2ccccc21)CCO | 102 | . | 2 | 22 | 0.2 | -11 | -1.9 | -10 | 1
CC(C)OC(=O)c1c(NC(=O)c2cnn3c2NC(c2ccccc2)CC3C(F)(F)F)sc2c1CCCC2 (centres undefined) | 93 | -22 | 0 | 6 | -1.5 | 4 | 0.1 | 10 | -3
O=C(CC(=O)c1ccccc1)Nc1ccc2c(c1)OCCO2 | 119 | 14 | -5 | -4 | -2.2 | -9 | -3.1 | -3 | 16
COc1ccc(/C=C/C(=O)O/N=C(\N)c2ccccc2)cc1OC | 109 | 33 | -10 | 4 | -0.9 | -13 | -2.4 | 2 | 0
COC(=O)CSc1nnc(-c2ccco2)n1Cc1ccco1 | 107 | -18 | -7 | 3 | -2.3 | 7 | -3.4 | 7 | 9
Cn1c(=O)[nH]c(=O)c2c1nc(N1CCN(c3cccc(Cl)c3)CC1)n2CCCc1ccccc1 | 99 | 7 | -2 | 6 | -1.0 | 0 | -0.5 | 3 | 2
O=C(CSc1nnc(-c2ccncc2)n1Cc1ccco1)N1c2ccccc2Sc2ccc(Cl)cc21 | 101 | 10 | -4 | 35 | -1.8 | -2 | -1.6 | 0 | 1
COc1ccc2c(C)cc(SCC(=O)Nc3cccnc3Cl)nc2c1 | 100 | -15 | -6 | -12 | -2.3 | 5 | -1.1 | 3 | 0
Cc1c(Cl)cccc1NC(=S)N1CCOCC1 | 106 | 32 | -3 | -11 | -4.5 | -10 | -3.0 | 1 | -1
COc1ccccc1N1CCN(C(=O)c2ccncc2)CC1 | 85 | 16 | 0 | 22 | -0.8 | 5 | -1.3 | 7 | -6
Cc1cc(C)cc(C(=O)NCC(=O)OCC(=O)Nc2ccc(C)cc2Br)c1 | 80 | 2 | -32 | -20 | -2.4 | -3 | -2.1 | 2 | -13
COc1ccc(C2CCN(CC(=O)N(C)C)CC2O)cc1 (centres undefined) | 94 | 5 | -4 | 15 | -2.9 | -12 | -2.4 | 2 | -2
Cc1ccc(NC(=O)/C=C\C(=O)O)c([N+](=O)[O-])c1 | 109 | 31 | 3 | -3 | 0.6 | -4 | -1.0 | -5 | 0
O=C(CSc1nccn1Cc1ccccc1)NC1CCCC1 | 104 | 20 | -12 | 6 | -0.8 | -1 | -1.1 | 9 | 4
COc1ccc(CNC(=O)C/C(C)=N/NC(=O)c2ccc(OC)cc2OC)cc1 | 91 | 7 | -15 | -2 | 0.8 | 4 | -0.8 | -8 | -4
CCOCCCn1c(=S)[nH]c2cc(C(=O)N3CCN(C4CCCCC4)CC3)ccc2c1=O | 102 | -33 | -9 | -4 | -1.5 | -1 | -5.2 | 5 | 3
Clc1ccc2c(NNc3ccccc3Cl)ccnc2c1 | 98 | -1 | -1 | 3 | 0.5 | 6 | -2.2 | 0 | 1

Entries of single compounds, quoted from the list. Order of screens: MEKK2 WT-MEK5 | NALP1 inh | DNA FID counter | SUMO HTRF inh | VIM-2 inhibitor | NS3 helicase inh | IMP-1 inh | M18AAP inhibitor | MEKK2mut PB1 HTS
Results for `COc1ccc2c(C)cc(SCC(=O)Nc3cccnc3Cl)nc2c1` → 100 | -15 | -6 | -12 | -2.3 | 5 | -1.1 | 3 | 0
Results for `CCOCCCn1c(=S)[nH]c2cc(C(=O)N3CCN(C4CCCCC4)CC3)ccc2c1=O` → 102 | -33 | -9 | -4 | -1.5 | -1 | -5.2 | 5 | 3
Results for `COc1ccc(CNC(=O)C/C(C)=N/NC(=O)c2ccc(OC)cc2OC)cc1` → 91 | 7 | -15 | -2 | 0.8 | 4 | -0.8 | -8 | -4
Results for `COc1ccc(C2CCN(CC(=O)N(C)C)CC2O)cc1` (centres undefined) → 94 | 5 | -4 | 15 | -2.9 | -12 | -2.4 | 2 | -2

Following part:
SMILES | MEKK2 WT-MEK5 | NALP1 inh | DNA FID counter | SUMO HTRF inh | VIM-2 inhibitor | NS3 helicase inh | IMP-1 inh | M18AAP inhibitor | MEKK2mut PB1 HTS
CCOC(=O)c1ccc(CC2S/C(=C(\C#N)C(C)=O)NC2=O)cc1 (centres undefined) | 109 | -8 | -33 | 11 | -2.6 | 9 | -1.4 | 9 | 3
O=C(Nc1cccc(-c2nc3ccccc3[nH]2)c1)c1ccco1 | 98 | -4 | -1 | 16 | -1.8 | 2 | -0.8 | 1 | -1
COc1ccc(/C=C2\SC(=S)N(CCC(=O)Nc3ccccc3C(=O)O)C2=O)cc1 | 107 | 6 | -6 | 2 | -0.5 | 20 | -1.8 | -6 | 7
Cc1cc(C)n(-c2cc(Oc3ccccc3)ncn2)n1 | 95 | -4 | -1 | 6 | -3.1 | -1 | -6.5 | -11 | -5
O=C(c1cccc(Br)c1)N1CCN(S(=O)(=O)N2CCOCC2)CC1 | 85 | -15 | -6 | 5 | 0.8 | -19 | -2.8 | -1 | -14
COc1cccc(-c2c(C#N)c(SC)nc3cc(C)nn23)c1 | 102 | 24 | -3 | 18 | -0.7 | 1 | -2.5 | -10 | 3
Cc1ccc(C)c(N2CCN(C(=O)C3CCN(c4nc(C)cc(C)n4)CC3)CC2)c1 | 102 | 15 | -39 | 4 | -3.6 | -6 | 0.7 | -2 | 1
O=C(Nc1ccon1)Nc1ccc(F)cc1F | 109 | -19 | -2 | 6 | -1.5 | -2 | -5.3 | -9 | 1
CC(=O)c1cccc(NC(=O)C2CC(=O)N(Cc3ccccc3)C2)c1 (centres undefined) | 106 | 7 | -7 | 22 | -1.8 | 2 | -0.8 | 4 | 6
NS(=O)(=O)c1ccc(CCNS(=O)(=O)c2ccc(Cl)cc2)cc1 | 102 | -10 | -5 | 14 | -0.7 | -5 | -0.8 | -6 | 6
CCN(CCNC(=O)CC1Oc2ccccc2NC1=O)c1ccccc1 (centres undefined) | 106 | -18 | -16 | -1 | 0.7 | 15 | -3.8 | -1 | 5
C=CCN1C(c2ccccc2)=CS/C1=C(/C#N)c1nnc(N2CCOCC2)n1-c1ccccc1 | 95 | 25 | -8 | 18 | -0.8 | 7 | -1.7 | -7 | -1
CCn1nnc2cc(C(=O)O)ccc21 | 94 | 0 | 0 | 21 | -2.4 | 7 | -1.3 | -11 | -2
CCn1c(SCC(=O)N2CCCCC2)nc(O)cc1=O | 107 | 4 | -20 | -13 | 0.7 | -3 | -2.0 | 1 | 6
Cc1occc1C(=O)NN=C1C2CC3CC(C2)CC1C3 | 100 | 12 | -4 | 10 | -3.6 | 7 | -0.5 | -5 | 1
C=CCN(C#N)c1nc(OC)nc(N2CCCC2)n1 | 130 | -2 | -11 | -4 | -0.2 | -3 | -2.6 | -3 | 11
CCn1cc([N+](=O)[O-])c(C(=O)NCc2ccc(Cl)cc2)n1 | 104 | 4 | 5 | 8 | -1.6 | -3 | -2.3 | -3 | -6
O=C(N1CCOCC1)C1(c2ccccc2)CCCCC1 | 104 | 12 | -5 | -6 | -0.5 | 1 | -4.0 | 1 | 2
CCNC(=S)N(Cc1ccc2c(c1)OCO2)C1CC(=O)N(c2ccc(OC)cc2)C1=O (centres undefined) | 100 | . | -7 | 2 | -0.9 | -3 | -2.2 | 3 | 7
CC(C)N=c1scc(-c2cccs2)n1/N=C/c1ccc(O)c(O)c1O | 91 | -6 | -13 | 31 | 0.1 | 43* | -2.5 | 39* | -1
COc1ccc(CCNC(=O)Cn2cnc3c(nnn3Cc3ccccc3F)c2=O)cc1OC | 107 | 14 | 1 | 5 | 0.0 | -2 | -3.6 | 4 | 4
Cc1c(C#N)c(O)[nH]c(=O)c1N=Nc1ccc(S(N)(=O)=O)cc1 | 96 | 13 | 0 | -3 | 2.9 | 57* | -3.0 | 16 | -4
O=C(Cc1ccccc1F)Nc1cccc2cccnc12 | 97 | 36 | -6 | -6 | -3.1 | -11 | -4.0 | 1 | 0
COc1ccc(C(C)C)cc1S(=O)(=O)n1cnc(C)c1 | 104 | 45 | -9 | -16 | -4.8 | -4 | -3.2 | -3 | 1
CC(=O)c1ccc(Nc2nc3ccccc3nc2NS(=O)(=O)c2cccs2)cc1 | 87 | 21 | -26 | 18 | 0.6 | -30 | 1.7 | 2 | -10
CCN(CC(=O)Nc1c(F)cccc1F)C(=O)CCCc1c[nH]c2ccccc12 | 104 | 6 | -16 | 15 | -1.5 | 6 | -0.3 | -6 | 4
COC(=O)c1ccc(-c2ccc(/C=N/N3C(=O)C4C5C=CC(CC5)C4C3=O)o2)cc1 (centres undefined) | 88 | -8 | 7 | 19 | -0.6 | -6 | -0.1 | -7 | -13
Cc1nn(-c2ccccc2)c(N)c1C(O)(CSc1nccn1C)C(F)(F)F (centres undefined) | 99 | 4 | -3 | 21 | -1.7 | -1 | -6.5 | -5 | 0
Cc1nc(C)c(CCNC(=O)c2ccccc2)s1 | 100 | 18 | -5 | 6 | -2.8 | 6 | -2.3 | 1 | 10
Cc1ccc(S(=O)(=O)CCc2nnc(NC(=O)C3CCCCC3)s2)cc1 | 94 | . | 1 | -11 | -1.3 | 1 | -2.2 | -2 | 3
COc1cnc(-c2ccccn2)nc1NC(C)C | 92 | -3 | 5 | -15 | 7.0 | -3 | -3.3 | 9 | -17
CCOC(=O)c1ccc(NS(=O)(=O)c2ccc3c(c2)n(C)c(=O)n3C)cc1 | 102 | 4 | -24 | 9 | 2.0 | 8 | 1.6 | -9 | -4
Cc1cc(C)c(S(=O)(=O)Nc2nnc(C(C)C)s2)c(C)c1 | 108 | 3 | -38 | -2 | -2.3 | 27 | -2.1 | -1 | 5
Cc1c(Cl)cccc1N/C(SCC(=O)N1CCCCCC1)=C(/C#N)c1nc2ccccc2s1 | 99 | 24 | -3 | -2 | -1.8 | 6 | -1.9 | -1 | 0
CCn1cc(Br)c(C(=O)NCc2ccco2)n1 | 65 | 23 | 0 | -7 | -1.0 | 3 | 0.8 | 3 | -25
O=C(CCCCCNC(=O)c1ccccc1)N/N=C/c1ccccc1O | 89 | 33 | -4 | 1 | -4.4 | -17 | -2.3 | -2 | -5
CN1CCN(C(=O)CCc2ccc(S(=O)(=O)NC3CCCCC3)cc2)CC1 | 109 | -7 | 2 | 2 | -1.0 | 1 | -2.3 | -13 | 3
